Assay outcomes as filed in PubChem BioAssay.
hcGAS lum: inhibitors of human cGAS | inhibition, % at 12.5 µM | actives 0.081% (n = 290,000) | recombinant h-cGAS, ATP depletion, Kinase-Glo luminescence;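 further: 0% = vehicle reaction and 100% = reaction without DNA for no activity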
Target sequence (Q8N884 whole entry, looked up): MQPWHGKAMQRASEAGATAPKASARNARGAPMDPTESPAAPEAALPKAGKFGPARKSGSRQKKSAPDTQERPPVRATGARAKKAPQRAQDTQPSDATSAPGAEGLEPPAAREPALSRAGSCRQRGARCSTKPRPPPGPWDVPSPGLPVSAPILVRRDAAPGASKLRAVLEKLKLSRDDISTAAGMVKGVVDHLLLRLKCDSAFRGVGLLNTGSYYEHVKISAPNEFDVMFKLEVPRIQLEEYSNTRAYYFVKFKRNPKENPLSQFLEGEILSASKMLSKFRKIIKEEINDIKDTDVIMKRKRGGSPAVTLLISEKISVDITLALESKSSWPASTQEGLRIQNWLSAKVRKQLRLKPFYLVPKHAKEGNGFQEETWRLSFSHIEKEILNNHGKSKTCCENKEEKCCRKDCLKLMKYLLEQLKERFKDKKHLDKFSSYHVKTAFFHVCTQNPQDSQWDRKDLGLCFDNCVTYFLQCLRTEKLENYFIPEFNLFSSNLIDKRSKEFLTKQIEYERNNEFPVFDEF
NPYLR7 agonist: mosquito NPYLR7 agonism; activation, % at 10 µM; HEK293T NPYLR7/Galpha15, GCaMP6s calcium fluorescence; actives 0.15% (n = 270,000); in the data active means activation above about 40%;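 further: 0% = vehicle and 100% = reference agonist at the receptor; some compounds past the cut are filed as inactive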
mcGAS inh: blocks mouse cGAS activity. Q8C6L5. recombinant cGAS, Kinase-Glo ATP depletion luminescence. inhibition, % at 12.5 µM. actives 0.15% (n = 160,000);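 further: 0% = negative control wells and 100% = reference inhibitor with no enzyme activity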
* marks the source's active call; other numbers are inactive results; . = not tested or not shown; & = joins results of further samples. Unless noted, no stated cut-off is given here; in the data, active means inhibition above about 40%; inactive means the rest.

SMILES	hcGAS lum	NPYLR7 agonist	mcGAS inh
c1ccc(Cn2c(SCc3nnc(-c4ccccc4)o3)nnc2C2CC2)cc1	-6	5	.
COCCCNC(=O)C(C1CCCC1)N1CCN(C(=O)c2c(OC)cccc2OC)CC1 (stereo not given)	-2	-10	-3
O=C(NCc1nnnn1-c1ccc(F)c(F)c1)c1ccccc1	-9	0	-9
CC(C)(O)C#Cc1ccc(-c2nccn2Cc2ccc(F)cc2)cc1	-7	26	-17
Cc1cn2c3c(=O)n(Cc4ccccc4F)c(=O)n(C)c3nc2n1Cc1ccccc1	3	0	-2
COc1cc(C(=O)Nc2nc(CN3CCCCC3)cs2)cc(OC)c1Br	-3	0	-3
COC(=O)Cn1c(=O)c2c(nc3n2CCCN3c2ccc(C)cc2C)n(C)c1=O	-7	11	.
O=C(NCCN1CCOCC1)c1cccc(Nc2c(Oc3ccccc3)cnn(-c3ccccc3Cl)c2=O)c1	-4	-6	-9
CCCCN(Cc1cccn1Cc1ccc(Br)cc1)C(=O)CN(CCCOCC)C(=O)c1cccc(Cl)c1	-15	-8	-6
Cc1cc(C)nc(-n2nc(C)cc2NS(=O)(=O)Cc2ccc(F)cc2)n1	-4	5	-14
CCOC(=O)c1c(C)nc2sccn12	-5	0	.
C=CCn1c(SC2CCN(C3CC3)C2=O)nc2ccccc21 (stereo not given)	-6	7	.
Cc1ccc(C)c(CC(=O)N2CCN(c3ncccn3)CC2)c1	-6	-6	-2
Cc1sc(N/N=C\c2ccccc2[N+](=O)[O-])nc1-c1ccccc1	-4	-2	-3
CCOC(=O)C1CCCN(C(=O)CC2(c3ccccc3)CC(=O)N(CCc3ccccn3)C2=O)C1 (stereo not given)	2	8	-1
COc1cn(CC(=O)Nc2cccc(C)c2)c(CN2CCN(C(C)=O)CC2)cc1=O	-3	-1	-8
O=C(CSc1ccccn1)N1CCCC(Nc2ccccc2)C1 (stereo not given)	3&-5	-2&3	.
COC1=CCC2=C(CCNC2Cc2ccc(O)cc2)C1 (stereo not given)	0	0	.
O=C(Nc1cc(-c2ccccc2)nn1-c1ccccc1Cl)c1ccc(OC(F)(F)F)cc1	-6	15	-8
Cc1c(NC(=O)Cc2csc(NC(=O)Nc3cccc(Cl)c3)n2)c(=O)n(-c2ccccc2)n1C	-9	-2	.
CN1CCC(Cc2noc(C[C@@H]3C[C@@H]4C=C[C@H]3C4)n2)CC1	3	0	0
O=C(Sc1cccc2cccnc12)c1ccccc1Cl	60*	-7	44*
Cc1cc(-n2nc(C)cc2NS(=O)(=O)c2cccs2)nc(C)n1	-4	-1	.
CCOC(=O)c1cc(C(C)C)sc1NC(=O)COC	-2	5	-5
O=C(c1cc(Br)c[nH]1)N1CCN(c2ccccc2)CC1	-15	15	.
(list continues)
SMILES	hcGAS lum	NPYLR7 agonist	mcGAS inh
CC(=O)NCC(=O)N1CCC2(CC1)CCN(Cc1ccccc1)C2=O	10	2	.
OC1(c2ccc(OCc3ccccc3)cc2)CCOCC1	-31	9	.
Cc1ccc(S(=O)(=O)c2ccc([N+](=O)[O-])o2)cc1	-10	7	-11
O=C(c1cc(COc2cccc(F)c2)[nH]n1)N1CC(O)C1	0	2	-8
CCN1CC(CN(C)Cc2cnc(S(C)(=O)=O)n2CC(C)C)CC1=O (stereo not given)	-5	7	.
COc1ccccc1NC(=O)c1cn(C)c2c(=O)n(-c3ccc(Cl)cc3)c(=O)[nH]c12	-8	1	.
O=C(C1CCCCC1)N(Cc1cccnc1)c1nc2c(F)cc(F)cc2s1	-2	-13	-5
Cc1ccn2cc(-c3ccc(C(C)(C)C)cc3)nc2c1	-8	0	-6
C=CCN(CC=C)Cc1c(C)[nH]c2c(C)cc(C)cc2c1=O	-6	1	.
COc1ccc(OC)c(-n2c(C)cn3c4c(=O)n(C(C)C(C)=O)c(=O)n(C)c4nc23)c1 (stereo not given)	-6	2	.
Cc1ccc(NC(=O)Cn2ccnc2-c2ccccn2)cc1	-5	16	.
C=CCN(Cc1ccc(C)s1)C(=O)c1cc(C)c(CC)n(C)c1=O	-6	-5	-9
Cc1cccc(-n2nnnc2SCC(=O)N2CCc3ccccc32)c1	-13	2	.
Cc1cccc(-c2[nH]ncc2-c2ccc3ncccc3n2)n1	-6	1	-9
Cc1ccccc1C(=O)NC1CCN(c2ccccc2C(=O)N2CCCC2)CC1	-3	-4	-6
CC(C)CN(CC(=O)N1CCc2sccc2C1c1ccccc1)C(=O)N(C)C (stereo not given)	-6	-10	-5
CC(=O)Nc1ccc(NC(=O)c2cc(C)cc(C)c2)cc1C	-9	18	-16
CC(C)NC(=O)[C@@H]1C[C@H](N)CN1C(=O)c1cccc2c3c([nH]c12)CCCC3	-4	-1	-11
C=CCn1c(SCC(=O)NC2CCCCCCC2)nnc1C1CCCCC1	-9	-1	.
O=C(NC(c1ccc2c(c1)OCO2)c1ccccn1)C1CCN(Cc2ccccc2)CC1 (stereo not given)	-3	8	-4
CCOC(=O)Nc1ccc2c(CSCc3cccc(F)c3)cc(=O)oc2c1	-7	4	.
COc1ccc(-c2cccc(-c3cccc(NC(=O)c4ccc(F)c(Cl)c4)c3)n2)cc1	1	8	2
Cc1cccc(-n2c(Cc3ccccc3)nnc2SCC(=O)NCc2ccccc2)c1	-3	1	-9
Cc1ccn2c(NC(C)(C)CC(C)(C)C)c(-c3cccc(F)c3)nc2c1	-7&-4	6	-6&-3
Cc1ccc(N2C(=O)CC(NCCc3c[nH]c4ccccc34)C2=O)cc1 (stereo not given)	-3	-6	-3

Copied from above, 13 compounds:
SMILES	hcGAS lum	NPYLR7 agonist	mcGAS inh
c1ccc(Cn2c(SCc3nnc(-c4ccccc4)o3)nnc2C2CC2)cc1	-6	5	.
COCCCNC(=O)C(C1CCCC1)N1CCN(C(=O)c2c(OC)cccc2OC)CC1 (stereo not given)	-2	-10	-3
O=C(NCc1nnnn1-c1ccc(F)c(F)c1)c1ccccc1	-9	0	-9
CC(C)(O)C#Cc1ccc(-c2nccn2Cc2ccc(F)cc2)cc1	-7	26	-17
Cc1cn2c3c(=O)n(Cc4ccccc4F)c(=O)n(C)c3nc2n1Cc1ccccc1	3	0	-2
COc1cc(C(=O)Nc2nc(CN3CCCCC3)cs2)cc(OC)c1Br	-3	0	-3
COC(=O)Cn1c(=O)c2c(nc3n2CCCN3c2ccc(C)cc2C)n(C)c1=O	-7	11	.
O=C(NCCN1CCOCC1)c1cccc(Nc2c(Oc3ccccc3)cnn(-c3ccccc3Cl)c2=O)c1	-4	-6	-9
CCCCN(Cc1cccn1Cc1ccc(Br)cc1)C(=O)CN(CCCOCC)C(=O)c1cccc(Cl)c1	-15	-8	-6
Cc1cc(C)nc(-n2nc(C)cc2NS(=O)(=O)Cc2ccc(F)cc2)n1	-4	5	-14
CCOC(=O)c1c(C)nc2sccn12	-5	0	.
C=CCn1c(SC2CCN(C3CC3)C2=O)nc2ccccc21 (stereo not given)	-6	7	.
Cc1ccc(C)c(CC(=O)N2CCN(c3ncccn3)CC2)c1	-6	-6	-2

Next records follow.
SMILES	hcGAS lum	NPYLR7 agonist	mcGAS inh
CCc1nc(N(CCC(=O)Nc2cccc(C(F)(F)F)c2)CC(C)C)c2ccc(Cl)cc2n1	-3	0	-3
COc1ccc(-c2nc3ccc(Br)cn3c2NC2CCCCC2)cc1	-8	11	-9
CCCCc1ccc2c(c1)sc(=NC(=O)c1ccn(C)n1)n2CC(=O)OC	2	5	-4
Cc1ccnc(NC(=O)c2cccc(S(=O)(=O)N3CCCCCC3)c2)c1	-3	1	-8
CS(=O)(=O)c1nc(-c2ccc(F)c(Cl)c2)c2c(N)n(-c3ccccc3Cl)nc2n1	-5	14	.
COc1cc(S(C)=O)ccc1-c1nc2ncccc2[nH]1 (stereo not given)	-4&0	-7&-2	-4&-4
CCCc1cc(N[C@@H]2C[C@@H](C(=O)NC)N(C3CCOCC3)C2)nc(C)n1	-13	.	-7
O=S(=O)(NCCc1nnc2ccc(SCc3ccc(Cl)cc3)nn12)c1ccccc1	-6	4	-7
CCc1nc2ccc(C(=O)NCCNC(C)=O)cn2c1N(CC)CCN(C)C	-5	-4	-5
COc1cc(-c2nc(-c3c(F)cccc3F)no2)cc(OC)c1OC	-6	-6	-2
COCCOC(=O)C1=C(C)N(C)C(=S)NC1c1ccc(NC(=O)/C=C/c2ccccc2)cc1 (stereo not given)	-9	.	-9
CC(C)(C)n1nc(C2CCOCC2)nc1C1=NNC(=O)CC1	-1	.	-3
COc1cc(/C=C2/SC(=Nc3ccccc3)NC2=O)ccc1OCC#N	-6	-9	-5
CCOC(=O)C1(CCCc2ccccc2)CCN(C(=O)Cc2nonc2C)CC1	-5	15	.
COc1ccc(OC)c(NC(=O)c2cccnc2Nc2cccc(C)c2C)c1	-2	-5	.
CCOc1cc2c(cc1NCc1nccn1CC)OC(C)C2 (stereo not given)	0	-5	2
COc1ccccc1/C=C/CN1CCNC(=O)C1CC(=O)NCc1ccc2c(c1)CCN2C (stereo not given)	-7	2	-10
Cc1cccc(C)c1Nc1c(C(C)c2ccccc2)nc2ccc(Br)cn12 (stereo not given)	-2	12	13
CC(CNC(=O)c1ccc(OC2CCN(Cc3ccccn3)CC2)cc1)Oc1cccnc1 (stereo not given)	-4	-1	-5
COC(=O)c1cccc(OCC(O)Cn2cnc3cc(F)ccc3c2=O)c1 (stereo not given)	8	-1	.
COCCN(CC(=O)N1CCc2sccc2C1c1ccccc1C)S(=O)(=O)c1ccc(OC)cc1 (stereo not given)	0	2	-4
CCC(C)N(Cc1cc(Cl)ccc1OS(=O)(=O)c1ccc(NC(C)=O)cc1)C(=O)c1ccco1 (stereo not given)	-2	4	-4
Cn1cc(C(=O)N(Cc2ccccc2)[C@@H]2CCCC[C@H]2O)ccc1=O	-4	9	.
COc1ccccc1-n1c(SCc2ccc(C(=O)NCc3ccncc3)cc2)nnc1-c1cccs1	-8	3	-5
Cc1nc2n(n1)C(=O)C(C(c1ccc(Cl)cc1)N1CCC3(CC1)OCCO3)S2 (stereo not given)	-9	2	.
New compounds follow:
SMILES	hcGAS lum	NPYLR7 agonist	mcGAS inh
Cc1cc(OCC(O)CN2CCC(C)CC2)nnc1C (stereo not given)	-18	4	.
COCCCN1COc2ccc3c(=O)c(Oc4ccc(C(=O)OC)cc4)c(C)oc3c2C1	-6	5	-10
Cc1ccc2nc(-c3cc(N)ccc3Cl)oc2c1	-3	0	-5
O=C1NC(c2cccc([N+](=O)[O-])c2)=CCN1c1ccccc1O	-3	-1	-3
COc1ccc(NC(=O)c2ccc(CSc3nnc(-c4cccs4)n3-c3ccccc3OC)cc2)cc1	0	13	-3
COC(=O)CC(NC(=O)c1ccc(N2CCOCC2)nc1)c1ccccc1Cl (stereo not given)	-5	1	.
COc1cc(COC2CCCN(S(=O)(=O)c3ccc(F)cc3)C2)cc(OC)c1 (stereo not given)	-5	1	.
COc1cccc(C(CN2CCN(C(=O)Nc3cc(OC)ccc3OC)CC2)OCc2ccc(C)cc2)c1 (stereo not given)	0	12	-4
CCCOc1ccc(/C=C/C(=O)Nc2nccs2)cc1OC	-7	-6	-6
Cc1nc(NCCS(=O)(=O)N2CCCC2)cc(C2CCNCC2)n1	-7	.	-2
Cc1cccc(NS(=O)(=O)c2ccc(Cl)c(C(=O)Nc3ccccc3C)c2)c1	0	8	-3
CCCCN1C(=O)c2ccccc2NC12CCN(S(=O)(=O)c1c(F)cccc1F)CC2	-5	0	.
COC(=O)c1sc(N2C(=O)C(=O)C(=C(O)c3ccc(OC)cc3)C2c2ccccc2OC)nc1C (stereo not given)	-2	3	-7
COCCn1c(CN2CCCCC2C)nc2c1c(=O)n(C)c(=O)n2C (stereo not given)	-5	-6	.
CCOC(=O)N1CCN(C(c2ccccc2F)C2Sc3nc(-c4ccco4)nn3C2=O)CC1 (stereo not given)	-3	0	0
CCn1cc(C(=O)N2CCN(CCc3ccccc3)CC2)c2nn(-c3ccccc3)c(=O)c-2c1	-6	-3	-12
C=CCn1c(=O)c2c(nc3n2CCCN3c2ccc(Cl)cc2)n(C)c1=O	-8	5	-8
O=C(Nc1ccc(CC(=O)N2CCC(O)CC2)cc1)c1ccsc1	-3	-10	.
O=S(=O)(NCCCN1CCN(c2ncccn2)CC1)c1ccc2c(c1)CCCC2	-4	8	.
O=C(c1cccs1)N1CCN(c2cc(-n3ccnc3)ncn2)CC1	-8	-14	-10
CCNC(=O)C1(C)CCCN1C(=O)c1ccccc1OC (stereo not given)	-17	5	-8
CC(C)C(NC(=O)c1cccs1)C(=O)Nc1ccc2nccnc2c1 (stereo not given)	-2	-1	.
N#Cc1cc(NC(=O)c2ccc(Cl)cc2)c(=O)n2c1sc1ccccc12	-8	15	.
CCNC(=O)COc1ccc(/C=C2/C(=O)Nc3ccc(Cl)cc32)cc1OCC	-3	-1	.
CN(C)C=Nc1ncnc2c1cnn2-c1ccccc1	-7	2	.
New compounds follow
SMILES	hcGAS lum	NPYLR7 agonist	mcGAS inh
CCc1nc(COc2cc(OC)ccc2C(=O)OC)cs1	-5	-2	-7
COc1ccc(NC(=O)C2CCN(C(=O)[C@H](Cc3ccccc3)NC(=O)Nc3ccc(Br)cc3Cl)CC2)cc1	-10	6	-8
COc1cccc(C(=O)Nc2c3c(nn2-c2cccc(C)c2C)CS(=O)C3)c1 (stereo not given)	-7	3	.
CC(C)C(=O)NCCNC(=O)c1cnc2ccccc2c1N1CCCC1	-10	10	.
CCC(C)N(Cc1ccc(OS(=O)(=O)c2ccc(OC)cc2)cc1)C(=O)Nc1ccccc1OC (stereo not given)	-8	-5	-11
CCN1CCC(C(=O)NC(c2ccc(Cl)cc2)c2ccccn2)CC1 (stereo not given)	-6	8	-3
Cc1cccc2[nH]c(CN(C)C(=O)c3cn(CC4CCCNC4)nn3)nc12 (stereo not given)	3	2	1
